High-throughput results (PubChem)
3CLpro inhibitor = SARS-CoV 3CLpro protease inhibition. 290,000 tested, 0.14% active. inhibition, % at 6 µM. P0C6X7. recombinant SARS-CoV 3CLpro, quenched FRET peptide cleavage. AID 1706; in the data active = inhibition above about 12%
* hit, by the source's call.

SMILES	3CLpro inhibitor
CC(=O)N(Cc1ccco1)Cc1cc2cccc(C)c2n2nnnc12	-2
CC(=O)Oc1ccccc1C(=O)Nc1ncc([N+](=O)[O-])s1	1
O=C(O)C1C2C=CC(C2)C1C(=O)NCc1ccccn1 (centres undefined)	-1
COc1ccc(-c2csc(NC(=O)/C(N=Nc3ccccc3)=C(\C)O)n2)cc1	0
Cc1cccc(OCC(=O)Nc2ccc(C(=O)NCc3cccnc3)cc2)c1	2
CCCCNC(=O)c1c(N)n(/N=C/c2ccccn2)c2nc3ccccc3nc12	-1
Cc1ccc(Nc2nc(N3CCN(C)CC3)nc(N)c2[N+](=O)[O-])cc1C	9
Cc1cccc(NS(=O)(=O)c2cc(NC(=O)CC(=O)c3ccc([N+](=O)[O-])cc3)ccc2C)c1	1
COC(=O)C1=C(C)N(Cc2ccco2)C(=O)N[C@H]1c1ccccc1	-8
CCNc1nc(Oc2ccc(C(=O)OCC)cc2)nc(N2CCOCC2)n1	-2
CC1(C)CC(=O)C=C(NC2CCS(=O)(=O)C2)C1 (centres undefined)	1
c1ccc(COCCC2CO2)cc1 (centres undefined)	6
COc1cc(OC)c(C2N(C)c3ccccc3N2C)cc1OC	-2
CCc1nccn1C(=O)c1cnn2c(C(F)F)cc(-c3ccccc3)nc12	1
COc1ccccc1C(=O)Nc1cc(-c2nn3c(C)nnc3s2)ccc1C	-6
CCN(CC)C(=O)[C@]1(c2ccccc2)C[C@@H]1CN	5
Cc1ccc(Cn2c(=N)c(C#N)cc3c(=O)n4cccc(C)c4nc32)cc1	1
CCCCCCCC#Cc1ccccc1/C=N/S(=O)c1ccc(C)cc1 (centres undefined)	-1
C/C(=C\c1ccco1)C1Nc2cccc3cccc(c23)N1	6
Cc1[nH]c2ccccc2c1NC(=O)CN1CCN(Cc2ccc3c(c2)OCO3)CC1	-3
Cc1c(NC(=O)c2c(N)n(-c3ccccc3)c3nc4ccccc4nc23)c(=O)n(-c2ccccc2)n1C	3
Cc1sc(/C=C2\C(=O)ON=C2c2ccccc2)cc1Br	2
O=C(N/N=C1\CCCc2c1[nH]c1ccc([N+](=O)[O-])cc21)c1ccncc1	-1
COCCCn1c2nc3ccccc3nc2c2c(=O)n(-c3ccccc3OC)c(C)nc21	-3
CC(C)OCCCNc1nc2c(-c3ccccc3)nnn2c2ccccc12	6
COc1ccc(OC)c(NC(=O)c2ccc3nc(-c4ccccc4)c(-c4ccccc4)nc3c2)c1	3
N#C/C(=C\c1cc(Cl)c(OCc2ccc(Cl)cc2)c(Cl)c1)C(N)=O	0
Cc1nc2c(C(=O)NCc3cccs3)cnn2c(C)c1Cc1ccccc1	0
NC(=O)[C@@H]1CCNc2c(I)cc([N+](=O)[O-])cc2C(=O)N[C@@H](CO)C(=O)N[C@@H](Cc2ccc(O)cc2)C(=O)N1	2
Nc1ccc(Sc2ccccc2CC(=O)O)cc1	0
O=C(N/N=C/c1nn(-c2ccccc2)cc1-c1ccc(Cl)cc1)c1ccncc1	3
CCn1c(SCC(=O)N2c3ccccc3Sc3ccc(Cl)cc32)nc2c1c(=O)n(C)c(=O)n2C	-2
CN1C(=O)NC(c2ccccc2)C2=C1CN(Cc1ccccc1)C2=O (centres undefined)	4
O=C(CN1CCSCC1)N1CCc2[nH]c3ccc(Br)cc3c2C1	22*
Cc1ccc(N2CCN(CC(=O)Nc3c(C(=O)C4CC4)oc4ccccc34)CC2)cc1	0
O=C1C=CC(=O)N1c1ccc(I)cc1Cl	0
NC(=O)c1ccc(N=Nc2c(O)c3ccccc3[nH]c2=O)cc1	-3
COc1ccc(S(=O)(=O)N2CCOCC2)cc1NC(=O)CSc1nnc2ccccn12	-4
COc1ccc(-n2nc3cc(C)c(NC(=O)C(C)C)cc3n2)cc1	-2
O=C(c1noc2c1CCc1ccccc1-2)N1CCc2ccccc2C1	4
CN1C=CC(=C2C(=O)c3ccccc3C2=O)C=C1	-4
Cn1c2ccccc2c(=O)n2c(=O)c3ccccc3cc12	6
COc1ccc(N2CCN(CCCNS(=O)(=O)c3c(C)noc3/C=C/N(C)C)CC2)cc1	-6
NC(=O)CSc1nnc(CCc2nc3ccccc3[nH]2)n1-c1ccccc1	-3
CCCCCCc1nc2ccccc2c(=O)n1NC(=O)c1c(O)c2cccc3c2n(c1=O)CC3	-1
CN1CCN(C(c2cc3cc4c(cc3[nH]c2=O)OCCO4)c2nnnn2C2CCCC2)CC1 (centres undefined)	0
CC(=O)c1sc(NC(=O)COc2c(C)cc(Cl)cc2C)nc1C	8
N#CC(=C1N=c2ccccc2=N1)c1c(O)[nH]c2ccccc12	-1
O=C(COc1cccc2cccnc12)NNC(=S)Nc1ccccc1	1
NC[C@@]12CCCC1C1CCC2C1 (some centres undefined)	3
O/N=C/c1cc(Cl)ccc1OCc1cccc2ccccc12	3
CCOc1nnnc2c1sc1nc(N3CCOCC3)c3c(c12)CC(C)(C)OC3	0
CCCCC/C=C\C/C=C\C/C=C\C/C=C\CCCC(=O)Nc1ccc(O)cc1	6
CC12CCC(C(=O)N3CCN(C(=O)C45CCC(C)(C(=O)O4)C5(C)C)CC3)(OC1=O)C2(C)C	1
CC1C2(C)OCC(C#N)(C(=N)O2)C1(C#N)C#N (centres undefined)	-1
Cc1ccnn2cc3c(=O)n(C)c(=O)n(C)c3c12	-1
O=C(CSc1nc(C2CC2)nc2ccccc12)N1CCc2ccccc2C1	-4
CCN(CC)C(=O)CSc1ncnc2c(-c3ccc(OC)cc3)nsc12	1
O=C(CN1CCN(Cc2ccc3c(c2)OCO3)CC1)N1CCc2[nH]c3ccccc3c2C1	0
CCC1(C)Cc2c(sc3c2c(=O)n(C)c2nnc(SCC(=O)c4ccc(Cl)cc4)n32)CO1 (centres undefined)	-5

The listing continues:
SMILES	3CLpro inhibitor
Cc1nc(NC(=O)c2ccccc2)sc1-c1csc(Nc2ccc(F)cc2)n1	-3
Cc1c2c(nc3c(C(=O)NC4CCCCC4C)cnn13)CCCC2 (centres undefined)	-7
COC(=O)C/C=C/[C@@H](C)[C@@H](/C=N/OC[C@H]1O[C@H](c2ccccc2)C=C[C@@H]1Oc1ccc(OC)cc1)NS(=O)(=O)c1ccc(C)cc1	2
NS(=O)(=O)c1ccc(-c2ccc(/C=C3\C(=O)Nc4ccccc43)o2)cc1	-2
Cc1nc2ccccc2c(=O)n1NC(=O)Cc1ccccc1	4
CCOC(=O)c1c2ccc(OCC(=O)N/N=C/c3ccccc3C(F)(F)F)cc2n2ccccc12	-2
COc1c(O)cc2c(c1O)C(=O)CC(c1ccccc1)O2 (centres undefined)	3
COc1ccccc1C1/C(=C(\O)c2c(C)nc3c(C)cccn23)C(=O)C(=O)N1CCCN(C)C (centres undefined)	-6
CC(C)CN(C(=O)COC(=O)c1cc2ccccc2oc1=O)C1CCS(=O)(=O)C1 (centres undefined)	1
C/C(=N\Nc1ccc(F)cc1F)c1cccs1	-1
CN(C)CCNC(CC(=O)Nc1ccc(Cl)c(Cl)c1)C(=O)O (centres undefined)	0
CC(=O)C1=C(C)NC(SCC(=O)c2ccc(C)cc2)=C(C#N)C1c1ccco1 (centres undefined)	3
CCN1/C(=C/c2ccc3ccc(C)cc3[n+]2CC)Sc2ccccc21	-6
O=C(NC1CCC(NC(=O)C2CCCO2)CC1)C1CCCO1 (centres undefined)	3
CCOc1ccc(-n2c3nc4ccccc4nc3c3c(=O)n(Cc4ccco4)cnc32)cc1	0
N=C(N)N1CCN(Cc2ccccc2)CC1	2
O=C(CNCC1CCCCC1)Nc1ccc(N2CCCCC2)cc1	1
O=c1[nH]c(N2CCc3ccccc3C2)nc2c1CCCC2	-1
COc1ccc(NC(=O)c2cnc(C)cn2)c2ncccc12	-1

Ordered by SMILES length (descending): part of the list above.
SMILES	3CLpro inhibitor
COC(=O)C/C=C/[C@@H](C)[C@@H](/C=N/OC[C@H]1O[C@H](c2ccccc2)C=C[C@@H]1Oc1ccc(OC)cc1)NS(=O)(=O)c1ccc(C)cc1	2
CN(C)CCNC(CC(=O)Nc1ccc(Cl)c(Cl)c1)C(=O)O (centres undefined)	0
COc1c(O)cc2c(c1O)C(=O)CC(c1ccccc1)O2 (centres undefined)	3
O=C(CNCC1CCCCC1)Nc1ccc(N2CCCCC2)cc1	1

By substructure: the compounds so far with an aryl methoxy group (13)
SMILES	3CLpro inhibitor
COc1ccc(-c2csc(NC(=O)/C(N=Nc3ccccc3)=C(\C)O)n2)cc1	0
COc1cc(OC)c(C2N(C)c3ccccc3N2C)cc1OC	-2
COc1ccccc1C(=O)Nc1cc(-c2nn3c(C)nnc3s2)ccc1C	-6
COCCCn1c2nc3ccccc3nc2c2c(=O)n(-c3ccccc3OC)c(C)nc21	-3
COc1ccc(OC)c(NC(=O)c2ccc3nc(-c4ccccc4)c(-c4ccccc4)nc3c2)c1	3
COc1ccc(S(=O)(=O)N2CCOCC2)cc1NC(=O)CSc1nnc2ccccn12	-4
COc1ccc(-n2nc3cc(C)c(NC(=O)C(C)C)cc3n2)cc1	-2
COc1ccc(N2CCN(CCCNS(=O)(=O)c3c(C)noc3/C=C/N(C)C)CC2)cc1	-6
CCN(CC)C(=O)CSc1ncnc2c(-c3ccc(OC)cc3)nsc12	1
COC(=O)C/C=C/[C@@H](C)[C@@H](/C=N/OC[C@H]1O[C@H](c2ccccc2)C=C[C@@H]1Oc1ccc(OC)cc1)NS(=O)(=O)c1ccc(C)cc1	2
COc1c(O)cc2c(c1O)C(=O)CC(c1ccccc1)O2 (centres undefined)	3
COc1ccccc1C1/C(=C(\O)c2c(C)nc3c(C)cccn23)C(=O)C(=O)N1CCCN(C)C (centres undefined)	-6
COc1ccc(NC(=O)c2cnc(C)cn2)c2ncccc12	-1

A portion of the library; the hit share may differ from the screen's.
